influenza NS1A – H1N1 influenza NS1A inhibitors, functional cell based assay (AID 504329) | 340,000 compounds, 0.3% hits | NS1A functional cell-based assay, percent inhibition; higher % means a stronger effect | inhibition, % at 12.5 µM; hits with a dose series show IC50 in µM; in the data active means a potency from the dose series; inconclusive means inhibition above about 27% without an active follow-up result; further: strong numbers were not always called active
Salmonella PhoP GFP – PhoP regulon inhibitors, Salmonella typhi PhoP promoter GFP reporter, confirmatory (AID 1850); Salmonella Typhi PhoP-promoter GFP reporter, fluorescence, 4 h; higher % means a stronger effect; inhibition, % at 50 µM, or IC50 in µM where a hit was titrated; 310,000 compounds, 0.33% hits; in the data active means a potency from the dose series; inconclusive means inhibition mostly from about 25% at the one dose, without a potency; inactive means the rest, 99 in 100 with inhibition below about 19%;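 further: 0% = induced wells with vehicle and 100% = uninduced wells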
M. tuberculosis HTS – M. tuberculosis growth inhibition, HTS (AID 449762). M. tuberculosis H37Rv growth inhibition, 7H9 media; higher % means a stronger effect. inhibition, % at 25 µM; hits with a dose series show IC50 in µM. 330,000 compounds, 0.59% hits; in the data active means a potency from the dose series; inconclusive means inhibition above about 70% without an active follow-up result;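 further: bacterial growth assessed after seven days of incubation; strong numbers were not always called active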
M. tuberculosis – growth inhibition of non-replicating M. tuberculosis (AID 488890). 320,000 compounds, 0.39% hits. inhibition, % at 25 µM, or IC50 in µM where a hit was titrated. Mycobacterium tuberculosis non-replicating, growth inhibition; higher % means a stronger effect; in the data active means a potency from the dose series; inconclusive means inhibition mostly from about 82% at the one dose, without a potency; inactive means the rest, 99 in 100 with inhibition below about 76%;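 further: plate controls were DMSO cells for no effect and high antibiotic wells for full effect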
inhibitors of VEEV – inhibitors of VEEV TC-83 cytopathic effect, confirmation, Vero cells (AID 588727). Vero cells, VEEV TC-83 cytopathic effect inhibition; higher % means a stronger effect. one-dose inhibition, % at 20 µM; IC50 in µM for titrated hits. 350,000 compounds, 0.13% hits; in the data active means a potency from the dose series; inconclusive means inhibition mostly from about 14% at the one dose, without a potency; inactive means the rest, 99 in 100 with inhibition below about 12%; further: strong numbers were not always called active
inhibitors of VEEV 10K pilot screen – second read-out of inhibitors of VEEV, no call of its own (marks repeat the call); inhibition, %; measured here: 10K pilot screen inhibition
Numbers without * were called inactive; i = inactive; ? = inconclusive; nt = no result given.

SMILES	influenza NS1A	Salmonella PhoP GFP	M. tuberculosis HTS	M. tuberculosis	inhibitors of VEEV	others
CC(=O)c1cccc(NC(=O)CSc2ccc(-c3ccccn3)nn2)c1	25.0%	-0.4%	?	?	i
Cn1c(=O)c2c(nc(NCc3ccco3)n2CCc2ccccc2)n(C)c1=O	-15.8%	8.7%	0.7%	1.9%	8.6%
CC1CCN(C(=O)c2cc3c(ccc4ccccc43)o2)CC1	-7.8%	-10.3%	7.3%	46.9%	4.8%
CN(C)C(=O)COC(=O)/C=C/c1cn(-c2ccccc2)nc1-c1cccs1	-0.2%	1.5%	2.3%	3.0%	10.4%
CCC(=NCc1cccnc1)c1c(O)n(-c2ccccc2)c(=O)[nH]c1=O	nt	1.4%	-7.6%	-11.9%	0.9%
C[C@H](CO)N1C[C@H](C)[C@@H](CN(C)S(=O)(=O)c2ccc(F)cc2)Oc2c(NC(=O)CCC(F)(F)F)cccc2C1=O	-1.0%	nt	9.2%	11.5%	0.2%
Cc1ccc(CNC(=O)CCSCc2ccc(C)cc2)cc1	-8.8%	-8.0%	10.0%	58.0%	i
COc1ccc(N2CCN(C(CNC(=O)C3CCCCC3)c3ccco3)CC2)cc1 (configuration not stated)	3.7%	0.7%	0.9%	1.8%	1.6%
CC(OC(=O)c1cccnc1Cl)C(=O)Nc1ccc2c(c1)OCO2 (configuration not stated)	-16.9%	nt	0.2%	0.7%	3.1%
O=[N+]([O-])c1ccc(/C=N/N2CCN(Cc3ccccc3)CC2)cc1	12.6%	-2.8%	5.8%	9.8%	0.9%
COc1cc2c(c(OC)c1OC)-c1ccc(NC(=O)c3ccc(F)cc3)c(=O)cc1[C@@H](NC(C)=O)CC2	-4.6%	3.7%	-0.6%	68.0%	8.4%
COc1cc2c(cc1OC)CN(C(=O)c1cccc(S(=O)(=O)N(C)C)c1)CC2	4.4%	-15.2%	-14.8%	3.5%	1.4%
O=C(Nc1ccc(S(=O)(=O)N2CCCC2)cc1)N1c2ccccc2Sc2ccccc21	3.7%	-4.1%	?	28.2%	1.3%
Cc1nc2ccccc2n1CC(=O)N1CC(=O)Nc2ccccc21	-10.6%	4.4%	0.9%	5.1%	i
COc1ccc(NC(=O)c2cccc(NC(=O)C3C4CC5OC(=O)C3C5C4)c2)c(OC)c1 (configuration not stated)	-4.3%	11.5%	-4.5%	-8.5%	0.3%

The final 6 compounds of the part above open the next one.
SMILES	influenza NS1A	Salmonella PhoP GFP	M. tuberculosis HTS	M. tuberculosis	inhibitors of VEEV	others
O=[N+]([O-])c1ccc(/C=N/N2CCN(Cc3ccccc3)CC2)cc1	12.6%	-2.8%	5.8%	9.8%	0.9%
COc1cc2c(c(OC)c1OC)-c1ccc(NC(=O)c3ccc(F)cc3)c(=O)cc1[C@@H](NC(C)=O)CC2	-4.6%	3.7%	-0.6%	68.0%	8.4%
COc1cc2c(cc1OC)CN(C(=O)c1cccc(S(=O)(=O)N(C)C)c1)CC2	4.4%	-15.2%	-14.8%	3.5%	1.4%
O=C(Nc1ccc(S(=O)(=O)N2CCCC2)cc1)N1c2ccccc2Sc2ccccc21	3.7%	-4.1%	?	28.2%	1.3%
Cc1nc2ccccc2n1CC(=O)N1CC(=O)Nc2ccccc21	-10.6%	4.4%	0.9%	5.1%	i
COc1ccc(NC(=O)c2cccc(NC(=O)C3C4CC5OC(=O)C3C5C4)c2)c(OC)c1 (configuration not stated)	-4.3%	11.5%	-4.5%	-8.5%	0.3%
CN1CCN(c2nc3c(c(=O)[nH]c(=O)n3C)n2CCSc2nnnn2-c2ccccc2)CC1	-0.4%	2.0%	4.9%	-3.0%	1.5%
Cc1cccc(N2CCN(C(=O)CCNS(=O)(=O)c3ccc4c(c3)CCC(=O)N4)CC2)c1C	-2.6%	-7.0%	-10.6%	15.4%	4.2%
O=C(/C=C/c1ccc(S(=O)(=O)NCc2ccco2)cc1)N1CCN(c2ccccc2)CC1	-0.9%	6.9%	2.5%	16.6%	10.1%
O=C(O)c1ccc(N/N=C/c2ccc3c(c2)OCO3)cc1	nt	-0.4%	11.1%	-7.1%	1.3%
C=CCOc1cccc(C2C(C(=O)c3ccc(C)o3)=C(O)C(=O)N2CCN(C)C)c1 (configuration not stated)	3.1%	3.5%	-4.7%	5.3%	3.4%
Oc1ccc(Cl)cc1CNCC1CCCCC1	-1.4%	-10.9%	-2.7%	49.6%	i
Cc1ccc(NC(=O)Cn2cnc3cc([N+](=O)[O-])ccc3c2=O)c(Cl)c1	-8.7%	0.7%	-2.1%	7.6%	0.7%
COc1ccc(CSc2ccc(S(=O)(=O)N3CCCCC3)cn2)cc1F	-4.6%	nt	-3.9%	-0.5%	0.2%
CC1(C)N=C(SCC(=O)Nc2ccccc2)C(c2ccc(Cl)cc2)=N1	6.0%	-4.6%	-3.0%	41.3%	6.8%
Cc1ccc(NS(=O)(=O)c2ccc(-c3ccc(=O)[nH]n3)o2)c(C)c1	2.0%	1.9%	5.9%	-7.2%	1.5%
Cc1ncoc1C(=O)N1CCCC(C(=O)c2cccc(C(F)(F)F)c2)C1 (configuration not stated)	6.2%	3.3%	-0.7%	-0.7%	i
Cc1cc(NCCOCCO)n2ncc(-c3ccc(Cl)cc3)c2n1	-7.2%	-7.6%	-6.0%	49.8%	3.5%	inhibitors of VEEV 10K pilot screen=4.6
COC(=O)c1nc(N)sc1-c1ccccc1	-8.7%	-4.4%	2.1%	-0.8%	9.1%
Cc1ccc(NC(=O)Cc2ccc(Cl)cc2)nc1	-21.4%	-7.0%	11.2%	nt	2.1%
c1cnc(N2CCN(c3ccc4ccccc4n3)CC2)nc1	6.0%	4.0%	17.1%	48.4%	0.7%
Cc1cccc(-c2noc(CN(C(=O)c3c(-c4ccccc4Cl)noc3C)C(C)C)n2)c1	0.3%	-4.7%	3.7%	18.4%	8.0%
Cc1cccc(NC(=O)COC(=O)CCc2c[nH]c3ccccc23)c1C	6.5%	nt	?	6.12µM*	1.0%
CCc1ccccc1OCCCCCNCCO	0.9%	-1.2%	3.0%	7.1%	i
CC(=O)C(Cc1ccccc1)NC(=O)COC(=O)CCN1C(=O)C2CC=CCC2C1=O (configuration not stated)	-13.9%	-4.3%	-4.1%	3.2%	0.2%
Cc1ccc(-n2nc3c(c2NC(=O)C2CC2)CS(=O)(=O)C3)cc1C	-2.8%	-4.2%	-10.9%	-11.1%	6.5%
O=C(CSc1ncccn1)NCc1ccc(F)cc1	-2.1%	11.5%	-5.0%	4.2%	4.2%	inhibitors of VEEV 10K pilot screen=3.2
O=C(Nc1nnc(-c2ccco2)o1)c1ccc([N+](=O)[O-])s1	-3.0%	-10.6%	?	i	9.7%
COc1cccc2sc(N3CCN(C(=O)c4ccc([N+](=O)[O-])o4)CC3)nc12	-8.3%	19.7%	?	<0.1µM*	0.7%
Cn1c(SCCc2ccc([N+](=O)[O-])cc2)nccc1=O	-5.8%	6.1%	10.0%	24.1%	i
Cc1ccc(-c2nnc(NC(=O)c3ccc([N+](=O)[O-])o3)o2)c(C)c1	-7.4%	-2.4%	?	?	5.3%
O=C(CN1C(=O)c2ccccc2C1=O)N1CCN(S(=O)(=O)c2ccccc2)CC1	-3.4%	-7.8%	-1.2%	-3.1%	2.0%
Cn1ncc2c(Nc3ccc(-c4ccccc4)cc3)ncnc21	0.8%	-9.9%	?	35.4%	23.6%
COc1ccccc1OCC(=O)N1CCN(c2ccccc2OC)CC1	5.2%	3.0%	-1.9%	-5.4%	0.5%
CC(OC(=O)Cc1ccc(Cl)cc1)C(=O)NCCC1=CCCCC1 (configuration not stated)	-5.0%	-7.7%	-2.5%	75.3%	0.8%
COc1cc2cnc(-c3ccccc3)c(C(=O)c3ccc(OCc4ccccc4)cc3)c2cc1OC	0.6%	nt	nt	nt	0.5%
CCOC(=O)c1ccc(NC(=O)c2cccnc2)cc1	-1.0%	2.7%	31.4%	11.8%	1.2%
CN(C(=O)c1cccc(C#N)c1)c1nnc(C2CCCO2)s1 (configuration not stated)	1.8%	8.6%	0.3%	-5.7%	0.2%
COc1ccc(-n2nc(C(C)=O)c(=O)[nH]c2=O)cc1	-4.6%	5.0%	-1.3%	-1.9%	i
CC(C)CC(=O)N1CCN(S(=O)(=O)c2ccc(F)cc2)CC1	-3.0%	9.3%	7.6%	-2.5%	0.8%
COCCNC(=O)CN(C(=O)Cn1nnc2ccccc21)c1ccccc1	16.4%	-2.7%	-3.8%	0.8%	i
CCN(CC(=O)Nc1c(F)cccc1F)C(=O)c1cccnc1Sc1ccccc1	2.1%	8.9%	0.5%	-1.7%	0.1%
CCCCOc1ccc(C2(C)NC(=O)N(C)C2=O)cc1 (configuration not stated)	1.7%	-5.2%	-0.8%	11.1%	0.8%
Cc1cc(/C=C(\C#N)C(=O)NC2CCCCCC2)c(C)n1C	-9.0%	-10.2%	0.3%	31.3%	i
C=CCN(CC=C)CCCOc1ccc(C)cc1OC	3.5%	-6.6%	-2.3%	-35.8%	0.6%
CCO[C@H]1OC(C(=O)O)=C[C@@H](c2coc3ccccc3c2=O)[C@@H]1CCCO	-6.2%	-4.9%	-3.3%	-2.0%	1.1%
CCOC(=O)c1sc(NC(=O)c2cc(-c3ccccc3C)nc3ccccc23)c(C#N)c1C	2.8%	-4.3%	5.4%	?	6.3%
CC(C)CN(C(=O)COC(=O)C12CC3CC(CC(C3)C1)C2)c1c(N)n(Cc2ccccc2)c(=O)[nH]c1=O	-8.8%	6.5%	13.5%	6.3%	?
O=C(Nc1nn[nH]n1)c1cccc(Oc2ccccc2)c1	-10.7%	-5.9%	2.5%	34.2%	i
O=C(C[C@H]1C/C=C\C[C@@H](Cc2ccc(F)cc2)C(=O)OC[C@@H](Cc2c[nH]c3ccccc23)NC1=O)NCCO	-0.1%	nt	-3.1%	31.8%	0.6%
CCOC(=O)C1CCN(C(=O)CCCCn2c(=O)[nH]c3ccccc3c2=O)CC1	12.9%	0.8%	-1.9%	-7.0%	6.6%
C=CC[C@H]1Cc2c(cccc2[N+](=O)[O-])[C@H](CC=C)N1	-5.5%	9.4%	4.9%	16.5%	1.1%
O=C(NCC1(c2ccccc2)CCCC1)C1(c2ccccc2)CCCC1	-24.7%	1.6%	-0.4%	10.7%	1.6%
C[C@H](C(=O)NCc1ccccc1)C(=O)c1ccccc1	8.8%	-5.6%	-4.8%	-0.3%	i
CCOc1ccc(N(CC(=O)NCc2cccnc2)S(=O)(=O)c2ccc(F)cc2)cc1	-8.8%	-2.1%	-9.9%	-5.6%	2.0%
Cc1c(C(=O)OCC2CCCO2)[nH]c2c1C(=O)CC(c1ccc(N(C)C)cc1)C2 (configuration not stated)	20.1%	10.7%	4.4%	71.3%	8.1%
CN(C)c1cccc(C(=O)N/N=C/c2ccsc2)c1	-5.1%	-3.9%	-4.6%	-4.8%	0.7%
Cc1ccc2nc(N3CCN(C(=O)CCCC(=O)O)CC3)nc(-c3ccccc3)c2c1	9.5%	-19.7%	0.5%	4.2%	8.0%
Nc1c(C(=O)OCC2CCCO2)c2nc3ccccc3nc2n1C1CCCCC1 (configuration not stated)	-1.1%	-10.6%	1.2%	14.2%	i
CC(CSc1nnnn1-c1ccccc1)Cn1c(N2CCCC2)nc2c1c(=O)[nH]c(=O)n2C (configuration not stated)	-0.1%	-10.0%	5.9%	-0.6%	6.9%
CC(=O)N(Cc1ccccc1)c1ncc2c(n1)c(=O)c(C#N)c1ccccn12	1.0%	-11.6%	12.7%	0.2%	0.7%
CC(C)NC(=O)c1ccc(N(Cc2ccc(Cl)cc2)S(C)(=O)=O)cc1	2.1%	-4.7%	1.9%	14.0%	i
CC(CC(=O)N(CCC1=CCCCC1)c1c(N)n(Cc2ccccc2)c(=O)[nH]c1=O)c1ccccc1 (configuration not stated)	3.3%	3.4%	6.5%	1.9%	1.9%
CC(=O)Nc1ccc(S(=O)(=O)Oc2ccc(/C=N/NC(=O)c3ccc(Cl)cc3)cc2)cc1	7.2%	-3.7%	-0.2%	1.0%	4.4%
CCN(CC)CCSc1nc2ccccc2n1Cc1ccccc1	24.2%	-0.2%	6.1%	-6.7%	0.2%
CC(C)(C)NC(=O)CN(C(=O)C1CSC(=O)C1)c1ccc2c(c1)OCCO2 (configuration not stated)	4.5%	7.5%	-2.1%	6.8%	i
O=C(Nc1cc(Cl)ccc1N1CCOCC1)c1cnccn1	31.1%	5.9%	6.2%	8.6%	0.9%

Molecules above that have two or more sulfur atoms, in the order listed:
SMILES	influenza NS1A	Salmonella PhoP GFP	M. tuberculosis HTS	M. tuberculosis	inhibitors of VEEV	others
O=C(Nc1ccc(S(=O)(=O)N2CCCC2)cc1)N1c2ccccc2Sc2ccccc21	3.7%	-4.1%	?	28.2%	1.3%
COc1ccc(CSc2ccc(S(=O)(=O)N3CCCCC3)cn2)cc1F	-4.6%	nt	-3.9%	-0.5%	0.2%
